From PubChem
Mito fusion act: blocks mitochondrial division or promotes mitochondrial fusion | Potency, µM (series often up to 46.1 µM), inactives show at the top dose growth rescue (activation), usual class: activators | 320,000 tested, 0.23% active | S. cerevisiae fusion-defective mutant growth rescue, CellTiterGlo 48 h;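 also: potency is read from the fitted curve at half-maximal effect; % of control where 0% means no effect; nearly all actives have a fitted effect of over 45% in size; temperature-sensitive fusion mutants such as fzo1-1 at 37 °C on non-fermentable ethanol glycerol medium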
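Compounds are tested for their ability to restore growth of mitochondrial fusion-defective yeast strains at non-permissive 37C in YPEG medium over 48 hours. Viability is quantified by luciferase luminescence.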
Menin-MLL TR inh: displaces Texas Red mutant MLL peptide from human menin | O00255 | Menin + Texas Red MLL mutant peptide, fluorescence polarization | Potency, µM (titrated, usually from 61.6 µM), for the others: at the highest dose FP activity change, negative = inhibition, actives largely listed as inhibitors | 270,000 tested, 0.23% active | AID 1768; active = well fitted inhibition curve with a large enough effect in the polarisation, with a control signal flat, not every such curve was filed as active; inconclusive = small, poorly fitted or top-dose-only effect, or effect the other way, or a change in a side signal; inactive = no such curve, though single readings can be large or run the other way; the % refers to the polarisation; also: potency is read from the fitted curve at half-maximal effect; % of control where 0% means no effect; many of its hits are not listed in these tables
PKM2 act: increases activity of human pyruvate kinase M2. purified PKM2, Kinase-Glo ATP luminescence, activation; response scale: 0% is enzyme alone, no compound. AID 1631. Potency, µM (top dose mostly 57.5 µM), for the others: at the highest dose activation, hits mostly activators. 260,000 tested, 0.34% active. P14618; also: potency is read from the fitted curve at half-maximal effect; % is scaled to controls: 0 for no effect and ±100 for the full control effect; nearly all actives have a fitted effect of over 55% in size
Target sequence (P14618 whole entry, looked up): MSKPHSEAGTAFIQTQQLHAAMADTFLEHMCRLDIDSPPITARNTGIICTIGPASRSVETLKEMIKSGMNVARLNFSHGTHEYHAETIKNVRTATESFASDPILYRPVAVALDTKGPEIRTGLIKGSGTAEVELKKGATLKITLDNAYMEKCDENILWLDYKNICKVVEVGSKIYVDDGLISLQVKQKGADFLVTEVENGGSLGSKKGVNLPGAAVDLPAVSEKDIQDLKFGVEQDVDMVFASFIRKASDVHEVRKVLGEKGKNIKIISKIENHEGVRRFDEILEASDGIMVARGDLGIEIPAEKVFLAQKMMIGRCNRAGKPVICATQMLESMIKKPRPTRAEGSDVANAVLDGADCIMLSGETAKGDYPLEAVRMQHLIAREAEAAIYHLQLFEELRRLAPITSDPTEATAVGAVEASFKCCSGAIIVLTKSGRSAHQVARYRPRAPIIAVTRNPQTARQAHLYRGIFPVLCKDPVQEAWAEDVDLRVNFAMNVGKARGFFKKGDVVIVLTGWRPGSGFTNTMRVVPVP
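Purified hPK-M2 (>95%) run at intermediate activity with 0.1 mM ADP and 0.5 mM PEP in 50 mM imidazole pH 7.2, KCl, MgCl2; 1 h room temperature. ATP formed read by Kinase-Glo luminescence; normalized to uninhibited and no-enzyme controls.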
RORg inh: inhibitors of mouse ROR gamma transcriptional activity | P51450 | 310,000 tested, 5.4% active | Drosophila S2 Gal4-RORgamma UAS-luciferase reporter, 20 h | Potency, µM (series often up to 53.6 µM), inactives show at the highest dose activity change, negative = inhibition, usual class: inhibitors; also: potency is read from the fitted curve at half-maximal effect; % is scaled to controls: 0 for no effect and ±100 for the full control effect; nearly all actives have a fitted effect of over 60% in size
Target sequence (P51450 whole entry, looked up, the tested form may be a part): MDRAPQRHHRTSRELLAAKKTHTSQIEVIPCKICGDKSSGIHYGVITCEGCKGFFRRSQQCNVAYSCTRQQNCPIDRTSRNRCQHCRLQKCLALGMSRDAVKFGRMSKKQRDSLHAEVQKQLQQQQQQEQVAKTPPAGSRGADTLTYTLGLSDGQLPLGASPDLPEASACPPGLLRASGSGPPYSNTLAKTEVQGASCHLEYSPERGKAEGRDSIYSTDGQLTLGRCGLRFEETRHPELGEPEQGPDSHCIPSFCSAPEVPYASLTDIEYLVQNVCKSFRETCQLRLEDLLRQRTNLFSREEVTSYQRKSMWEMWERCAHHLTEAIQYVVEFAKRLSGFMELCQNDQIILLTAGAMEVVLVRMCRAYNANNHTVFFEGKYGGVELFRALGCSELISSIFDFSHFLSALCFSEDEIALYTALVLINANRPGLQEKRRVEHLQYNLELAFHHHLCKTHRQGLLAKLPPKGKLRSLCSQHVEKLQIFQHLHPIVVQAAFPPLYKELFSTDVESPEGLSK
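Stably transfected Drosophila Schneider cells are the test system, with ROR gamma fused to Gal4 and luciferase under UAS control; luminescence is read after 20 hr of 700 uM copper sulfate induction at ambient temperature.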
NPC1 promoter act: NPC1 promoter activation; AID 485313; 320,000 tested, 2.4% active; Potency, µM (doses to about 9.22 µM), for inactives: top-dose activation, actives largely listed as activators; Huh7 NPC1 promoter luciferase reporter, 24 h;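 also: potency is read from the fitted curve at half-maximal effect; % of control where 0% means no effect; nearly all actives have a fitted effect of over 60% in size; reporter is driven by a mutant NPC1 promoter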
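Stably transfected Huh7 (NPC1 promoter→luciferase), 1500 cells/well in Opti-MEM + 10% FBS, 2 h settle, then compound 24 h at 37 °C. Luminescence after 10 min with Amplite reagent.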
KCNH2 3.1 inh: KCNH2 3.1 (human) potassium channel inhibition; U2OS KCNH2 3.1, thallium flux FluxOr; active compounds read low; activity change, % (tested at about 1.8 µM); 340,000 tested, 0.95% active; AID 720553;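 active = maximum activity change below -70%; inconclusive = maximum activity change from -70% to -50%; inactive = maximum activity change above -50%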;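 also: thallium influx rate constant from kinetic fluorescence after stimulation buffer; % is scaled to controls: 0 for no effect and ±100 for the full control effect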
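Normalized rate constant (relative to positive and negative DMSO controls) derived from a 2 min kinetic fluorescence read after stimulation; U2OS cells expressing the 3.1 isoform via virus at 1.77 x 10^8 /mL.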
ELG1 DNA repair: ELG1-dependent DNA repair inhibition; HEK293T ELG1-luciferase reporter, luminescence, 16 h; DNA damage induced by 5-fluorouridine; Potency, µM (titrated, usually from 46.1 µM), for inactives: at the top dose activity change, negative = inhibition, hits mostly inhibitors; 330,000 tested, 2.3% active; AID 504467; also: potency is read from the fitted curve at half-maximal effect; % is scaled to controls: 0 for no effect and ±100 for the full control effect; nearly all actives have a fitted effect of over 55% in size
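Overnight (16 hr) co-exposure of 2,000 cells/well to 5-fluorouridine and compound at 37 °C preceded detection. Luciferase was quantified via ONE-Glo luminescence; loss of signal denotes inhibition.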
Gal4-VP16 FLuc: inhibits Gal4-VP16 luciferase reporter, ROR gamma counter-screen | AID 2546 | Potency, µM (top dose mostly 53.6 µM), inactives show at the highest dose activity, negative = inhibition, hits mostly inhibitors | 310,000 tested, 3.5% active | Drosophila S2 Gal4-VP16 UAS-luciferase, luminescence, 20 h;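 also: Gal4-VP16 expression switched on by copper sulfate through the metallothionein promoter; potency is read from the fitted curve at half-maximal effect; % is scaled to controls: 0 for no effect and ±100 for the full control effect; nearly all actives have a fitted effect of over 50% in size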
Rab9 promoter act: Rab9 promoter activation | Huh7 Rab9 promoter-luciferase reporter, luminescence, 24 h | Potency, µM (titrated, usually from 9.22 µM), for the others: top-dose activation, negative = inhibition, most hits filed as activators | 320,000 tested, 2.8% active | AID 485297; also: potency is read from the fitted curve at half-maximal effect; % of control where 0% means no effect; nearly all actives have a fitted effect of over 60% in size
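Cell-based reporter: Huh7 stable for Rab9 promoter-driven luciferase, plated in reduced-serum medium with 10% FBS at 1500 cells/well, compound-treated 24 h at 37 °C, luminescence read after 10 min reagent.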
MBNL1-CUG inh: inhibitors of human MBNL1 binding to CUG repeat RNA; Q9NR56; TR-FRET MBNL1-His/biotin-(CUG)12 binding, 665/545 ratio; Potency, µM (top dose mostly 57.5 µM), for the others: at the highest dose activity change, negative = inhibition, most hits filed as inhibitors; 280,000 tested, 0.036% active; AID 2675; active = well fitted inhibition curve with a large enough effect in the signal ratio, with a control signal flat, not every such curve was filed as active; inconclusive = small, poorly fitted or top-dose-only effect, or effect the other way, or a change in a side signal; inactive = no such curve, though single readings can be large or run the other way; the % refers to the signal ratio; also: potency is read from the fitted curve at half-maximal effect; % is scaled to controls: 0 for no effect and ±100 for the full control effect
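Inhibition of protein-RNA binding appears as loss of TR-FRET between terbium anti-His antibody on MBNL1-His and streptavidin-XL665 on biotin-(CUG)12. Activity is normalized to buffer-only and uninhibited-complex controls.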
FLuc modulator: firefly luciferase modulation, counter-screen for miR-21 project. P08659. purified FLuc, Km substrates, luminescence inhibition. Potency, µM (top dose mostly 57.5 µM), inactives show top-dose activity change, negative = inhibition, actives largely listed as inhibitors. 360,000 tested, 6.9% active. AID 588342;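 also: potency is read from the fitted curve at half-maximal effect; plate controls were vehicle for no effect and reference inhibitor for full effect; nearly all actives have a fitted effect of over 55% in size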
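Purified P. pyralis luciferase (10nM final) with 10uM D-luciferin and 10uM ATP (Km levels) in 50mM Tris acetate pH 7.5, 10mM Mg acetate, 0.01% Tween-20, 0.05% BSA; qHTS 6-point titration, ~60 µM downward; luminescence read.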
Starred values were filed as active, the others as inactive; ? = inconclusive; . = not tested or not shown; [ ] = dose if it differs, or a comment. Unless noted, calls follow the shape of the dose curve; as a rule, active = well fitted curve in the direction sought with a large enough effect; inconclusive = small, poorly fitted or top-dose-only effect, or another doubt; inactive = no such curve, though single readings can be large; an effect the other way counts as inactive or inconclusive.

no. | structure | Mito fusion act | Menin-MLL TR inh | PKM2 act | RORg inh | NPC1 promoter act | KCNH2 3.1 inh | ELG1 DNA repair | Gal4-VP16 FLuc | Rab9 promoter act | MBNL1-CUG inh | FLuc modulator
1 | C(=C\c1ccccc1)/CSc1nnc(-c2ccncc2)n1Cc1ccco1 | 2.3% | 4.1% | 1.3% | -1.0%[10 µM] | 8.5% | -16.2 | ? | -6.2% | 0.2% | -17.6% | -16.6%
2 | COC(=O)CSc1nc(NC(C)=O)nc(C)c1Br | -12.2% | . | -1.3% | 5.7% | 2.1% | -20.9 | 7.7% | -2.3% | -3.3% | -6.5% | -0.3%
3 | Cc1cc(C2=NNC(=Nc3ccc(S(=O)(=O)N4CCOCC4)cc3)SC2)c(C)n1C | 6.7% | . | ? | -1.6% | 1.5% | 9.8 | 0.0% | 0.5% | -3.0% | 11.1% | -17.4%
4 | COc1cccc(C(=O)Nc2cc(C)nn2-c2ccccc2)c1OC | 11.2% | . | . | -18.3% | 2.1% | -6.6 | -24.8% | -14.4% | 0.4% | -0.2% | 7.9%
5 | Cc1noc(C)c1S(=O)(=O)N1CCN(Cc2ccc3c(c2)OCO3)CC1 | 2.2% | 2.9% | -9.5% | -2.8% | -7.1% | -3.7 | -6.7% | 2.1% | -2.4% | ? | -0.7%
6 | Cc1ccc(S(=O)(=O)CC(=O)N(CCCN2CCOCC2)c2nc3c(F)cccc3s2)cc1 | 4.9% | . | . | . | 12.6% | 6.7 | ? | . | 21.7% | . | -15.4%
7 | CCCCc1ccc(NC(=S)NCCCN2CCOCC2)cc1 | -0.7% | -1.0% | 2.0% | 10µM* | -3.4% | -2.1 | 7.5% | ? | -8.1% | 0.7% | -1.4%
8 | CCCC(=O)Nc1ccc(N2CCN(C(=O)CCC)CC2)cc1 | -2.2% | -1.1% | -0.2% | -0.7% | -1.0% | 9.2 | 0.9% | 2.4% | -6.4% | -4.0% | 1.8%
9 | CN1CCSc2ccc(C(=O)Nc3cccc(F)c3)cc21 | -0.2% | . | 4.0% | -35.1% | 1.41µM* | -16.5 | ? | ? | 1µM* | 2.7% | 1.69µM*
10 | O=C(CSc1cn[nH]n1)Nc1nc2ccccc2s1 | -1.1% | 16.5% | . | 26.3% | ? | -7.0 | ? | ? | ? | 0.0% | ?
11 | CCOC(=O)c1nc(C)c(C(C)=O)s1 | -6.4% | . | 1.7% | -19.3% | 2.3% | -1.3 | 12.2% | -0.7% | -4.9% | ? | 0.1%
12 | COc1cc(C(=O)NC(CCSC)C(=O)OCC(=O)C(C)(C)C)cc(OC)c1OC (stereo unspecified) | 8.3% | -18.1% | -2.0% | -22.2% | -5.4% | 12.8 | 17.0% | -13.2% | 3.0% | 0.4% | 3.4%
13 | O=c1[nH]c(CN2CCN(c3ccccc3)CC2)nc2scc(-c3ccccc3)c12 | 4.5% | 0.5% | 5.8% | ? | -10.2% | -18.0 | -17.1% | -14.4% | -7.0% | . | -2.0%
14 | Cc1ccc(C(=O)c2nc3c(n2O)CCCC3)cc1 | -1.0% | -11.0% | -18.2% | 2.2% | 14.2% | 0.7 | ? | -3.4% | 21.8% | ? | -8.9%
15 | CC(C(=O)Nc1ccc(S(=O)(=O)Nc2ncccn2)cc1)N1C(=O)c2ccccc2S1(=O)=O (stereo unspecified) | -5.0% | . | . | . | -0.2% | 4.7 | 9.1% | . | -6.3% | . | -1.2%
16 | O=S(=O)(c1ccccc1)c1nc(-c2ccco2)oc1N1CCOCC1 | -0.2% | 24.0% | 0.8% | -1.2% | 0.4% | 5.7 | -0.1% | 13.3% | -2.3% | 0.5% | 3.5%
17 | Cc1nc(N2CCN(C(=O)c3ccc(Cl)cc3)CC2)c(C#N)c2c1COC(C)(C)C2 | -4.9% | -19.3% | 3.4% | ? | 3.8% | -4.0 | -10.2% | 0.6% | -3.7% | 4.1% | 10.1%
18 | CCN(Cc1ccncc1)C(=O)c1cc(Br)cc(Br)c1O | 0.2% | 7.3% | -0.1% | 14.1% | -3.5% | -4.1 | -1.6% | -4.2% | -1.8% | -11.2% | -18.1%
19 | COc1ccc(CC2(CO)CCN(Cc3cnc(-c4ccccc4C)nc3)CC2)cc1 | -7.3% | -18.6% | 2.6% | 38.5% | -6.1% | 5.6 | ? | 17.1% | -12.2% | -3.5% | -8.6%
20 | COc1ccc(CC(=O)NC(C)(C)CC(C)=O)cc1OC | -3.5% | -4.6% | -0.5% | 4.0% | -0.2% | -1.0 | 6.3% | 2.8% | -0.3% | -6.7% | -1.4%
21 | O=S(=O)(c1ccc(Oc2ccc(S(=O)(=O)N(CCO)CCO)cc2)cc1)N(CCO)CCO | -7.8% | -16.3% | -16.6% | 4.2% | -1.9% | -1.6 | -10.5% | 6.7% | 3.7% | -11.3% | 1.6%
22 | O=C(CCNC(=O)c1ccc([N+](=O)[O-])cc1)NCc1ccco1 | -0.1% | . | . | . | -2.2% | -18.5 | -2.5% | . | -2.2% | . | 5.7%
23 | CCN(CC)S(=O)(=O)c1ccc(OC(C)C)nc1 | -9.1% | -3.1% | 1.2% | -1.2% | -1.8% | -6.6 | 4.9% | -20.3% | -1.6% | 2.0% | -2.9%
24 | Cc1ccc(S(=O)(=O)Cc2ccc(C(=O)NCCCN3CCN(C)CC3)o2)cc1 | -3.1% | -0.5% | 7.5% | -8.9% | -0.1% | 1.7 | 18.2% | -3.5% | -5.0% | -2.6% | 9.3%
25 | CCOC(=O)C1CCN(CC(=O)N2CCc3ccccc32)CC1 | -1.8% | -19.3% | -11.4% | -23.6% | -4.6% | 6.6 | 0.0% | -6.2% | -0.4% | -3.7% | 1.1%
26 | Cc1sc2nc[nH]c(=O)c2c1-c1ccc(F)cc1 | 5.4% | -8.6% | 2.8% | 0.3% | 3.7% | 3.6 | -2.4% | -1.5% | 3.1% | 1.2% | -2.5%
27 | COc1ccc(NC(=O)c2c(C)noc2C(C)C)cc1S(=O)(=O)N1CCCCC1 | 3.2% | . | . | . | 0.1% | 13.4 | -24.9% | . | -2.5% | . | 0.9%
28 | C=CCn1c(=NC(=O)c2ccccc2[N+](=O)[O-])sc2cc(S(C)(=O)=O)ccc21 | 1.3% | 24.5% | 1.0% | ? | 6.5% | -2.5 | ? | -0.1% | 11.4% | 1.8% | 4.3%
29 | CCCCn1c(=O)[nH]c(=O)c2c(C(=O)OCC)cc(-c3ccc(OC(F)F)cc3)nc21 | -0.9% | 22.3% | 4.6% | 15.1% | 2.2% | -17.8 | ? | -16.8% | -10.9% | -6.2% | -1.1%
30 | CC(=O)c1cnc(-c2ccccn2)s1 | 0.7% | 8.5% | 1.1% | 3.9% | 0.7% | 5.4 | -1.3% | 18.6% | 0.0% | ? | -14.7%
31 | COc1cccc(NC(=O)CSc2nnc(Cc3ccc(C)cc3)c(=O)n2N)c1 | 1.1% | . | . | . | 3.9% | -12.3 | -7.6% | . | -2.1% | . | ?
32 | COc1cc(/C=C/C(=O)N2CCN(C)CC2)cc(S(=O)(=O)N2CCc3ccccc32)c1OC | 0.2% | . | -0.8% | 7.2% | -0.6% | 10.8 | 5.1% | 3.8% | 3.2% | -11.6% | -1.3%
33 | COc1ccc(CCNC(=O)CS(=O)(=O)Cc2nc(-c3ccc(C)cc3)oc2C)cc1OC | -19.7% | -2.9% | 0.7% | -11.7% | 0.6% | 21.3 | ? | 0.7% | 5.8% | -3.0% | -1.5%
34 | O=S(=O)(Nc1nc2cc3c(cc2nc1Cl)OCCO3)c1ccccc1 | 4.1% | 8.3% | -12.5% | 15.5% | -1.3% | -6.6 | ? | 2.0% | -3.0% | 39.4%[activator] | ?
35 | Cc1cc(C(=O)Nc2ccccc2)oc(=O)c1 | -3.8% | . | -17.0% | -0.7% | ? | 7.4 | ? | -14.9% | ? | ? | ?
36 | Cc1ccnc(NS(=O)(=O)c2ccc(NC(=O)/C=C/c3cccs3)cc2)n1 | -7.9% | 4.8% | -1.2% | 22.8% | -6.3% | 8.2 | 14.9% | -8.5% | 1.4% | 20.2% | ?

This is a subset (hit frequency here may not be typical).
